# Screening results (PubChem BioAssay)
# Rab2 wt GTP: modulators of GTP binding to Rab2A wildtype, primary screen, biochemical, dog, bead-based flow cytometry, multiplex; Ras-related protein Rab-2A (Canis lupus familiaris), P61105; GST-Rab2 wt beads, Bodipy-GTP binding; GTP binding activity, % at 10 µM; actives 0.19% (n = 190,000);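 active = GTP binding activity at least 20 points away from 100%, either lowered or raised; inconclusive = signal likely due to the compound's own green fluorescence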;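 also: 0% = beads with excess unlabeled GTP and 100% = no-compound control corrected for plate trend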
# Rab7 wt modul: modulators of GTP binding to Rab7, primary screen, biochemical, wildtype, multiplex bead flow cytometry; GTP binding activity (percent of control), % at 10 µM; actives 0.055% (n = 190,000); AID 758, 2007; GST-Rab7 beads, fluorescent GTP binding; actives lie on both sides; untreated = 100%, excess cold GTP = 0%; Rab7 GTPase wild type (dog), Bodipy-FL-GTP binding;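 active = fluorescent GTP binding to Rab7 beads changed by at least 20 points from the 100% baseline, either direction, mostly lower; inconclusive = compound itself probably fluorescent, or too few beads counted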;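 also: median green fluorescence of bound Bodipy-FL-GTP per Rab7 bead population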
# HRas wt GTP: modulators of GTP binding to HRas wildtype, primary screen, biochemical, bead-based flow cytometry, multiplex. GTPase HRas (Homo sapiens), P01112. GST-Ras wt beads, Bodipy-FL-GTP binding; actives lie on both sides. GTP binding activity, % at 10 µM. actives 0.14% (n = 190,000). AID 759, 2007;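 active = GTP binding activity at least 20% away from the 100% baseline, either lowered as inhibitor or raised as activator; inconclusive = flagged as likely green fluorescent, judged across all proteins in the well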;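 also: 0% = unlabeled GTP competition control and 100% = no-compound control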
# Target sequence (P01112 whole entry, looked up): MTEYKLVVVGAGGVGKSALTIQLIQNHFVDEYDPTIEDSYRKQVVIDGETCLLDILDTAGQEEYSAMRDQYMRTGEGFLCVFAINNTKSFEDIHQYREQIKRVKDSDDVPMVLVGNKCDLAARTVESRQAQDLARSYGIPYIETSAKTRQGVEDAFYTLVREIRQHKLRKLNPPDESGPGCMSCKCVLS
# Cdc42 wt: modulators of GTP binding to wildtype Cdc42, primary screen, biochemical, multiplex bead flow cytometry, Bodipy-GTP; GST-Cdc42 beads; actives lie on both sides; actives 0.2% (n = 190,000); percent activity (GTP binding), % at 10 µM; AID 761, 2007;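 active = percent activity GTP binding at least 20 points away from the 100% baseline, either down as inhibitor or up as activator; inconclusive = compound flagged as likely green fluorescent from well-wide comparison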;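 also: median bead fluorescence of bound Bodipy-FL-GTP at 100 nM; 0% = excess unlabeled GTP control and 100% = no compound control; below 100% means less GTP binding so inhibitor and above means activator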
# Target sequence (P60953 whole entry, looked up): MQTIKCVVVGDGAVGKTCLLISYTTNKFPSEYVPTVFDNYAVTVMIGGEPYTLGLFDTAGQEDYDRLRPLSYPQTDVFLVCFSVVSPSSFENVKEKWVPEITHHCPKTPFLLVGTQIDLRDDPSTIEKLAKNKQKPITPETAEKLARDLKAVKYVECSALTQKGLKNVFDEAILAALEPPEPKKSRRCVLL
# ABCG2 block: ABCG2 efflux pump inhibitors, primary screen, multiplex with ABCB1, IgMXP3 cells, flow cytometry; Broad substrate specificity ATP-binding cassette transporter ABCG2 (Homo sapiens), Q9UNQ0; JC-1 efflux; inhibition, % at 6.6 µM; actives 0.1% (n = 190,000); AID 1325, 2008;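 active = inhibition above 80%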;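 also: 0% = DMSO and 100% = nicardipine control wells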
# Target sequence (Q9UNQ0 whole entry, looked up): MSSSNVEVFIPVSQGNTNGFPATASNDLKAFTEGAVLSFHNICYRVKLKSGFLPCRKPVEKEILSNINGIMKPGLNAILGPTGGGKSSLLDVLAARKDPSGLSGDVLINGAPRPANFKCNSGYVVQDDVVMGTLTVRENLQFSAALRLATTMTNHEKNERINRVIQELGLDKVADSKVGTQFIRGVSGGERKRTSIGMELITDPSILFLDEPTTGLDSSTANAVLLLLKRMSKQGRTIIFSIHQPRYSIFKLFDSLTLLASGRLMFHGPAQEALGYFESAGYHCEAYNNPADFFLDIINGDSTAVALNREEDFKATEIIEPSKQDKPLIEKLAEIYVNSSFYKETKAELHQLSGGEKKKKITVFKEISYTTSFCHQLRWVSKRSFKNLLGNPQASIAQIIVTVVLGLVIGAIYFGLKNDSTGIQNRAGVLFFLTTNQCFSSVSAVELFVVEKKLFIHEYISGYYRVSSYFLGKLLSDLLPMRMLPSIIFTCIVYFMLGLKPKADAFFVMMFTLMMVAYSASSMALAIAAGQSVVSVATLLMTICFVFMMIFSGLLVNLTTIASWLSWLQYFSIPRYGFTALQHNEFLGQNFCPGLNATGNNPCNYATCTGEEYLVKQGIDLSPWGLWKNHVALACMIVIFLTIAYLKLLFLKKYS
#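 Test system: IgMXP3 (ABCG2) plus far-red-tagged CCRF-Adr (ABCB1) cells / Amount: 3 million cells/mL in well / Reagent: JC-1 transporter substrate / Timing: 10 min compound exposure, 25 °C / Signal: flow cytometry, 530 nm JC-1 signal / Read-out: percent efflux inhibition, scaled nicardipine 100% to DMSO 0% / Benchmarks: nicardipine as high control, DMSO as low control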
# Rac1 wt GTP bind: wildtype Rac1 GTP binding modulators, primary screen, biochemical, GST-Rac1 beads, flow cytometry, multiplex | Ras-related C3 botulinum toxin substrate 1 (Homo sapiens), P63000 | fluorescent GTP binding; actives lie on both sides; 0 = cold GTP competed, 100 = untreated | actives 0.27% (n = 190,000) | GTP binding activity (% of control), % at 10 µM;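 active = GTP binding activity at least 20 points away from the 100% control level, either lower or higher; inconclusive = compound flagged as likely green fluorescent, judged across all proteins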
# Rac1 act GTP bind: GTP binding modulators of activated mutant Rac1, primary screen, biochemical, bead-based flow cytometry, multiplex, fluorescent GTP; Ras-related C3 botulinum toxin substrate 1 (Homo sapiens), P63000; GST-Rac1 activated beads; actives lie on both sides; 100% means binding = to untreated wells; percent activity (GTP binding), % at 10 µM; actives 0.11% (n = 190,000); AID 764, 2007;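 active = GTP binding at least 20 percentage points away from the 100% baseline, in either direction, so actives lie on both sides; inconclusive = Compound likely fluorescent itself, or too few beads counted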
# Avidin bead fluor: green autofluorescence of compounds with avidin beads – biophysical, 488/530 nm, flow cytometry, artefact control, profiling panel; compound fluorescence 488/530 nm; stronger effect = higher value; fluorescence (KMESF) at 10 µM; actives 0.38% (n = 220,000); AID 1775, 2009; in the data active = fluorescence above about 47; also: inactives centre near 10
# Pf gametocyte: late stage P. falciparum gametocyte viability inhibitors, primary screen, ATP luminescence, HTS; P. falciparum stage V gametocytes, 24 h; inhibition, % at 10.9 µM; actives 0.065% (n = 150,000); AID 743093, 2013;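 active = inhibition above the mean plus 3 SD of compounds within the control limits, set per campaign, cut at about 38% in these data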;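 also: 0% = DMSO wells and 100% = medium only without gametocytes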
# GSH fluor: compound fluorescence on glutathione beads, profiling panel, artefact control, biophysical, 488/530 nm, flow cytometry. GSH beads flow cytometry, compound fluorescence 488/530 nm; stronger effect = higher value. fluorescence (KMESF) at 10 µM. actives 0.25% (n = 190,000); in the data active = fluorescence above about 89;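 also: glutathione beads carrying GST-tagged Bcl family fusion proteins plus one bare bead set; values are compound well signal with DMSO vehicle wells as background; inactives centre near 16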
# ABCB1 block: ABCB1 efflux pump inhibitors, primary screen, cell-based, multiplex, flow cytometry, ABCG2 counter-screen; ATP-dependent translocase ABCB1 (Homo sapiens), P08183; CCRF-Adr cells, JC-1 efflux; inhibition, % at 6.6 µM; actives 0.067% (n = 190,000); in the data active = inhibition above about 40%;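 also: 0% = vehicle and 100% = reference inhibitor; higher value means more JC-1 retained so stronger ABCB1 efflux block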
# Numbers without * were called inactive; ? = inconclusive; . = no result given.
SMILES,Rab2 wt GTP,Rab7 wt modul,HRas wt GTP,Cdc42 wt,ABCG2 block,Rac1 wt GTP bind,Rac1 act GTP bind,Avidin bead fluor,Pf gametocyte,GSH fluor,ABCB1 block
CC(CNC(=O)COc1ccccc1)OC(=O)Nc1cccc(Cl)c1 (stereo not drawn),102,102,103,106,10,103,102,1,0,7,0.8
O=C(O)CCS(=O)(=O)Cc1ccccc1Cl,92,94,93,92,-2,91,91,10,-14,33,-0.4
CC(C)c1nnc(-c2ccc(Cl)cc2)c(N(C)C)n1,96,93,95,95,3,102,96,11,.,6,0.7
S=C1NCCc2ccccc2C1c1ccccc1 (stereo not drawn),101,97,103,101,6,106,103,22,.,10,0.2
Cc1cc(OCC(=O)N2CCOCC2)cc2oc(=O)c3ccccc3c12,98,97,96,99,41,102,98,28,6,22,1.1
C=C(C)CSc1nnc(-c2ccc(OC)cc2)n1N,98,99,98,99,1,98,94,20,11,13,0.1
CCCCOc1ccc(CN(CCO)CCO)cc1[N+](=O)[O-],100,105,102,102,0,107,99,13,-2,13,0.1
Cc1cc(C)nc(Sc2ncnc3c2oc2ccccc23)n1,99,99,101,101,1,99,97,35,.,24,0.4
O=C(O)/C=C\c1cn(-c2ccccc2)nc1-c1cc2ccccc2o1,93,99,96,91,-1,96,92,10,2,17,-0.2
Cc1cc(NC(=O)/C(C#N)=C/c2ccco2)n(-c2ccccc2)n1,98,99,99,101,10,100,98,7,-3,12,0.5
CCOC(=O)C(C)Sc1nc(-c2ccccc2)nc2ccc(F)cc12 (stereo not drawn),97,98,98,98,10,100,98,8,.,10,1.0
CCS(=O)(=O)N1CCC(C(=O)NCc2cccs2)CC1,104,100,102,102,2,105,101,13,.,31,0.2
O=C(CSCc1cccc(F)c1)NCc1ccccc1,97,95,95,98,4,97,95,14,-2,16,0.7
CCN(CC)CCNC(=O)CCCCn1c(=S)[nH]c2c([nH]c3ccc(OC)cc32)c1=O,?,?,?,?,.,?,?,5,.,16,.
CCN(CC)c1ccc(NC(=O)c2cnn(CC)c2)cc1,103,99,104,107,8,106,99,5,.,18,1.3
CCOC(=O)c1c(C)c(C(=O)NCCc2ccc(S(N)(=O)=O)cc2)c(C)n1CC,100,102,99,102,11,101,99,12,-34,32,0.3
O=S(=O)(NCCNS(=O)(=O)c1ccccc1)c1ccccc1,102,102,101,104,0,104,101,35,23,15,0.2
Cc1ccc(NC(=O)N2CCC(C(=O)NCC(C)C)CC2)cc1,102,101,102,104,2,104,100,5,11,47,0.2
COC(=O)c1cccc(S(=O)(=O)N2CCC(c3nc4ccccc4o3)CC2)c1,98,98,97,97,2,98,97,23,-29,14,0.8
COc1ccc(/C=N/n2cnnc2SCc2ccccc2)cc1,100,102,95,93,10,93,96,20,-21,10,1.0
CC1=C(C(=O)OCC(C)C)C(c2ccc(F)cc2)NC(=O)N1 (stereo not drawn),102,103,101,100,3,98,98,11,.,7,0.7
CCOc1ccc(N=Nc2c(C)noc2C)cc1,98,99,94,97,16,101,95,17,-3,13,1.4
Cc1c(NS(=O)(=O)N2CCCC2)c(=O)n(-c2ccccc2)n1C,97,96,97,98,-1,97,96,7,4,48,0.1
Cc1ccc(Cn2ccc(NC(=O)c3cc(-c4ccc5c(c4)OCO5)on3)n2)cc1,100,99,102,103,2,106,98,26,.,24,0.3
N#C/C(=C/c1ccc(Sc2nc3ccccc3[nH]2)o1)c1cccc(Br)c1,99,100,100,99,-1,100,96,8,-5,10,0.0
CCN(CC)S(=O)(=O)c1ccc(N2CCOCC2)c(NC(=O)c2ccc(F)cc2)c1,96,91,95,99,9,95,94,11,17,13,0.8
CC(=O)Nc1ccc(NC(=O)Cc2ccc(F)cc2)cc1,99,106,97,95,0,96,94,11,.,19,0.0
O=C(CSc1ncn[nH]1)c1cc2ccccc2o1,99,100,98,99,34,95,94,33,.,22,7.9
CCCCNC(=O)Cn1cnc2sc(C(=O)OCC)c(C)c2c1=O,100,101,100,99,1,101,101,13,.,24,0.1
Cc1c(C(=O)c2ccc(Cl)c([N+](=O)[O-])c2)c2ccccn2c1CCC#N,99,104,104,99,52,104,100,3,.,9,9.4
CCOC(=O)C(NC(=O)CCl)(Nc1sc(C)c(CC)c1C#N)C(F)(F)F (stereo not drawn),98,101,100,101,1,104,100,18,4,8,0.3
CC(=O)c1c(C(C)=O)c(C)n(-c2nc(-c3ccc(Br)cc3)c(C)s2)c1C,100,100,99,104,1,105,102,6,-4,37,0.3
CN(C)CCOC(=O)c1sc2ccccc2c1Cl,103,113,103,99,0,103,97,9,7,26,0.3
COC(=O)c1cc(-c2ccc3c(c2)OCO3)nc2ccccc12,92,98,97,94,1,93,93,35,.,12,-0.1
O=C(Oc1ccc(N(Cc2cccs2)C2=NS(=O)(=O)c3ccccc32)cc1)c1ccc(Cl)cc1,96,99,96,97,3,101,97,37,.,10,0.7
Cc1ccc(CNC(=O)CSc2ccsc2[N+](=O)[O-])cc1,92,87,91,94,0,93,92,10,-15,12,-0.2
O=C(Nc1ncc(S(=O)(=O)c2ccc([N+](=O)[O-])cc2)s1)c1cccc2ccccc12,97,98,100,99,-9,101,100,17,0,10,-0.9
C=CCOC(=O)C1=C(C)NC(SCC(=O)Nc2nccs2)=C(C#N)C1c1cccs1 (stereo not drawn),97,98,100,99,11,104,96,23,-2,22,0.5
COc1cc2c(cc1OC)CN(c1nc(CN3CCOCC3)nc3sc4c(c13)CCC(C)C4)CC2 (stereo not drawn),99,97,100,97,9,103,97,12,.,27,7.4
CCc1noc(C)c1C(=O)NCCc1ccc(OC)c(OC)c1,106,105,104,105,21,109,102,40,-19,25,2.0
O=C(Nc1ccc(N2CCOCC2)cc1)c1ccc(S(=O)(=O)N2CCCCC2)cc1,100,103,102,101,14,105,99,15,.,31,0.4
Cc1sc2ncnc(Sc3nc4ccccc4s3)c2c1C,101,98,102,102,2,104,100,6,.,9,0.1
CCOc1ccc(N2C(=O)Nc3ccccc3C2(O)C(=O)N2CCN(c3ccccn3)CC2)cc1 (stereo not drawn),94,93,95,95,8,99,95,12,8,13,0.9
CCCNC(=O)NC1CCCc2ccccc21 (stereo not drawn),99,107,99,105,-1,96,90,9,9,19,0.4
N#Cc1cc2c(nc1SCc1cccnc1)CCCCC2,97,98,101,98,4,100,92,12,.,36,-0.3
Cc1cccc(C)c1NS(=O)(=O)c1ccc(OCCNS(C)(=O)=O)cc1,102,109,100,102,2,103,98,7,-13,15,0.3
O=C(COc1ccc(Cl)cc1Cl)N1CCCCCC1,?,?,?,?,2,?,?,13,10,14,0.9
COc1ccc(CCNC(=O)c2ccc(CN3CCC(Cc4ccccc4)CC3)cc2)cc1,98,97,104,105,18,106,101,14,4,17,13
O=C1C2C3c4ccccc4C(c4ccccc43)C2C(=O)N1CN1CCOCC1 (stereo not drawn),104,99,101,102,1,100,101,7,-4,72,0.4
Cc1ccc(NC(=O)N2CCCC2c2cccs2)cc1 (stereo not drawn),93,97,92,92,0,95,91,11,-16,13,-0.4
O=C1C2C3C=CC(C3)C2C(=O)N1c1ncn[nH]1 (stereo not drawn),102,104,102,100,2,101,100,10,.,17,0.4
OC(c1ccccc1)C1CN(Cc2ccccc2)CCC1(O)c1ccccc1 (stereo not drawn),98,98,97,98,-4,100,98,12,13,15,1.6
CN(CC(=O)NCCc1ccccc1)S(=O)(=O)c1ccc(Br)cc1,104,104,105,103,3,102,101,9,4,22,0.7
COCCCn1c(C)nnc1-c1cnn(-c2ccccc2)c1N,99,91,98,98,2,97,95,7,13,16,0.7
CC(=O)NS(=O)(=O)c1ccc(NC(=O)CCC2CCCC2)cc1,102,103,103,102,5,103,100,14,4,38,0.1
Cc1cc(C(=O)CSc2nc3ccccc3c(=O)n2C)c(C)n1Cc1ccc2c(c1)OCO2,104,102,105,105,4,101,98,152*,-6,12,2.6
O=C1NC2(CCCC2)C(=O)N1CCS(=O)(=O)Oc1ccccc1,97,97,96,96,6,102,92,5,-20,12,0.0
CN(C)c1cc[n+](CC(=O)c2ccc(Br)cc2)cc1,95,96,94,92,0,98,94,11,.,12,-0.2
O=C(Nc1ccccc1O)c1c(O)c2c([nH]c1=O)CCCC2,97,96,95,98,3,95,95,10,.,25,0.8
Cc1cc[n+](Cc2ccc([N+](=O)[O-])cc2)cc1,97,101,95,93,1,93,92,10,.,14,0.2

# Other entries:
SMILES,Rab2 wt GTP,Rab7 wt modul,HRas wt GTP,Cdc42 wt,ABCG2 block,Rac1 wt GTP bind,Rac1 act GTP bind,Avidin bead fluor,Pf gametocyte,GSH fluor,ABCB1 block
Cc1ccc(CCNC(=O)CN2C(=O)COc3ccccc32)cc1,104,103,104,103,1,105,101,5,.,42,0.2
S=C(NCCc1ccccc1)NC1CCC(NC(=S)NCCc2ccccc2)CC1 (stereo not drawn),100,103,101,96,-1,101,98,24,-23,10,-0.1
N/C(Cc1ccc(Cl)cc1Cl)=N\OC(=O)c1cccs1,98,100,98,99,6,98,96,6,.,64,0.5
CC(C)c1nnc(NC(=O)c2cccs2)s1,101,102,101,101,-1,104,101,9,.,24,-2.4
Cn1cnnc1SCC(=O)Nc1ccc(S(=O)(=O)N2CCCC2)cc1,102,100,101,104,1,104,101,9,.,12,0.2

# In another format: entries from further up
# Value order: Rab2 wt GTP	Rab7 wt modul	HRas wt GTP	Cdc42 wt	ABCG2 block	Rac1 wt GTP bind	Rac1 act GTP bind	Avidin bead fluor	Pf gametocyte	GSH fluor	ABCB1 block
N/C(Cc1ccc(Cl)cc1Cl)=N\OC(=O)c1cccs1
→ 98	100	98	99	6	98	96	6	.	64	0.5
CC(C)c1nnc(NC(=O)c2cccs2)s1
→ 101	102	101	101	-1	104	101	9	.	24	-2.4
